K1F lysis inhibition: inhibition of K1F phage lysis, E. coli UTI89, bacterial capsule biogenesis inhibitors, alamar blue (AID 488966); E. coli UTI89 K1F phage lysis, alamar blue, 2 h; higher % means a stronger effect; one-dose inhibition, % at 100 µM; IC50 in µM for titrated hits; 340,000 tested, 0.02% active;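 active means phage lysis inhibition, versus mean bacterial control, above a set limit; inconclusive means no clear call, values can overlap the other calls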;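 further: capsule biogenesis inhibitors block K1F phage lysis so surviving cells raise fluorescence; higher fluorescence means more inhibition of phage lysis; actives were called in the ten point dose series up to 300 µM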
T cell modulator: modulates CD8 T cell binding to vesicles | 330,000 tested, 0.068% active | 2C CD8+ T cell-vesicle binding, flow cytometry; hits give low values | calls only at 7 µM;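 active means response, share of CD8 T cells binding vesicles, and their 90th percentile fluorescence all below set limits, cut at about 80% in these data, passing the limit was not always enough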
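Benchmarks: naked versus QL9-loaded vesicles / Assay system: purified 2C TCR transgenic mouse naive CD8+ T cells / Technique: high-throughput flow cytometry with anti-B7-1 and anti-CD8 staining / Timing: Cell–vesicle co-incubation 1.5 h at 37 °C, staining 20 min on ice / Read-out: percent CD8+ FL2 mean versus row control / Probe or stimulus: QL9-loaded Drosophila micro-vesicles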
T cell modulator vesicle-bound %: also measured in T cell modulator; calls as there; double positive events, %; measured here: CD8+ vesicle-bound cell fraction;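 binding gate set so that unloaded-vesicle control wells show 10% double positive cells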
The depositor's hits bear a star; i = inactive; ? = inconclusive; [ ] = another dose, or the depositor's remark. A portion of the library; rates above refer to the full screens.

SMILES	K1F lysis inhibition	T cell modulator	T cell modulator vesicle-bound %
COC(=O)C1=C(C)N(Cc2ccccc2)C(=NCc2cccc(C(F)(F)F)c2)N[C@H]1c1cccc(C(F)(F)F)c1	4.0%	i	18.2
COc1ccc(NCC(=O)Nc2cccc(S(=O)(=O)N3CCCC3)c2)cc1Cl	0.6%[50 µM]	i	57.7
O=C(NN=Cc1ccccc1C(=O)O)c1cccc(S(=O)(=O)Nc2cccc(C(F)(F)F)c2)c1	0.9%[50 µM]	i	48.6
O=C(COC(=O)C1CC2C=CC1C2)Nc1ccccc1[N+](=O)[O-] (stereo not given)	0.7%[50 µM]	i	44.9
CCC(C)c1ccccc1N1CC(C(=O)Nc2ccc(N3CCOCC3)cc2)CC1=O (stereo not given)	0.4%[50 µM]	i	41.8
Cc1cc(NC(=O)COC(=O)c2ccccc2NCCO)no1	-3.3%	i	51.7
O=C(OCC(=O)N1CCC(Cc2ccccc2)CC1)c1ccccc1O	0.4%	i	40.0
CN1CCC(N(C)C(=O)c2cc(S(=O)(=O)N3CCOCC3)ccc2Cl)CC1	0.5%[50 µM]	i	35.2
CN(Cc1ccccc1)C(=O)c1cccc(NC(=O)Cc2cccc([N+](=O)[O-])c2)c1	0.5%	i	53.9
COCCN(CC(=O)Nc1cccc(C)c1C)C(=O)C1(c2ccc(Cl)cc2)CCC1	-0.8%[50 µM]	i	3.4
CCCNC(=O)CNC(=O)c1ccc(C#N)cc1	-1.2%	i	4.6
N#Cc1ccccc1COC(=O)CCN=C1NS(=O)(=O)c2ccccc21	-1.0%	i	22.5
Nc1ncnc2c1C(c1ccccc1)c1c(ccc3ccccc13)O2 (stereo not given)	6.3%	i	8.0
COc1cc(C=NNC(=O)Cn2nc(C)cc2C)ccc1OC(=O)C1CC1	0.7%[50 µM]	i	47.9
CC(=O)N1CCN(C(=S)NC(=O)c2ccc(F)cc2)CC1	-2.6%	i	44.6
COc1ccc(NC(=O)Nc2ccc3c(c2)C(=O)N([C@H](C)CO)C[C@H](C)[C@@H](CN(C)C(=O)Nc2c(C)noc2C)O3)cc1	-0.4%	i	20.1
CC(C)(C)N(Cc1ccccc1)C(=O)COC(=O)C1CCCCC1	3.9%	i	15.5
CCOc1ccc2nc(SCC(=O)NCC3CCCO3)sc2c1 (stereo not given)	-0.7%	i	37.0
N#Cc1ccc(Cl)cc1NC(=O)CSc1cccc[n+]1[O-]	-3.7%	i	49.3
CCN(CC)S(=O)(=O)c1cc(NC(=O)CCn2[nH]c(=O)ccc2=O)ccc1C	0.2%[50 µM]	i	44.3
COc1ccc(Br)cc1CN(C)C(=O)C1=CC=CN2CCS(=O)(=O)N=C12	-3.0%	i	46.5
CCCN(CC1CC1)C(=O)COC(=O)c1ccc(C)cc1O	0.0%	i	32.8
C[C@@H]1CN([C@H](C)CO)C(=O)c2cc(NC(=O)Cc3cn(C)c4ccccc34)ccc2O[C@H]1CN(C)S(=O)(=O)c1ccc(F)cc1	0.4%	i	20.1
O=C(COC(=O)c1ccccc1Cl)NC1CCCCCC1	0.7%	i	19.9
C=CC[C@@H](CC(=O)N(CCO)Cc1ccccc1)C(=O)N[C@H](COC(=O)[C@@H](CC=C)CC(=O)OC(C)(C)C)c1ccccc1	-0.9%	i	10.8
CC(C)[C@H](CN1CCC[C@H]1CN1C(N)=NC[C@@H]1Cc1ccccc1)N1C[C@@H](Cc2ccccc2)N(CCc2ccc(Cl)c(Cl)c2)C1=N	0.5%	i	15.6
O=C(/C=C/c1cc(Br)ccc1F)OCC(=O)N1CCOCC1	0.5%[50 µM]	i	32.6
CC(C)C(NC(=O)c1ccc(Cl)cc1Cl)C(=O)N1CCC1 (stereo not given)	3.3%	i	33.5
Cc1cc(NS(=O)(=O)c2ccc(NC(=O)COc3ccc(C#N)cc3)cc2)nc(C)n1	0.5%[50 µM]	i	44.7
Cc1ccnc(NC(=O)c2cccc(S(=O)(=O)Nc3ccc(C)cc3C)c2)c1	1.1%	i	24.1
Cc1ccc(-c2nnnn2-c2ccccc2C(=O)O)cc1	0.0%	i	30.6
COc1ccc(C(=O)C(C)OC(=O)c2nc3nccc(C)n3n2)cc1 (stereo not given)	0.4%[50 µM]	i	48.4
C[C@H]1CN([C@@H](C)CO)C(=O)c2cc(NC(=O)Cc3ccccc3)ccc2O[C@H]1CN(C)Cc1ccccc1	-0.3%	i	40.3
COc1cc(C(=O)NCC(=O)N2CCN(S(=O)(=O)c3ccccc3C(F)(F)F)CC2)cc(OC)c1OC	0.4%[50 µM]	i	40.0
C[C@H](CO)N1C[C@H](C)[C@@H](CN(C)Cc2ccc(-c3ccccc3)cc2)Oc2c(NS(=O)(=O)c3cn(C)cn3)cccc2C1=O	0.5%	i	54.7
COc1ccc(-c2sc3ccc(N4CCOCC4)cc3c2C#CCCO)cc1	-2.3%	i	16.4
COC(=O)c1ccc(CNC(=O)Cn2cnc3c(SC)nc(N)nc32)cc1	0.1%	i	4.7
O=C(CNCc1ccccc1Cl)Nc1cc(S(=O)(=O)N2CCOCC2)ccc1Cl	0.0%[50 µM]	i	46.3
C[C@@H]1CN([C@H](C)CO)C(=O)c2cccc(NS(=O)(=O)c3cccs3)c2O[C@H]1CN(C)Cc1ccccc1	2.9%	i	53.3
COC(=O)[C@]1(C)N[C@H](CN(C)C(C)=O)[C@@H]2C(=O)N(C)C(=O)[C@@H]21	0.0%	i	8.3
COc1ccc(-c2nnn(CC(=O)NC(=O)NC3CCCCC3)n2)cc1OC	0.8%[50 µM]	i	30.3
COc1ccccc1NS(=O)(=O)c1cc(NC(=O)c2ccc(Cl)nc2)ccc1N1CCCC1	-1.0%[50 µM]	i	10.9
CC1(c2cccc(Br)c2)NC(=O)N(CC(=O)Nc2ccc3c(c2)OCCO3)C1=O (stereo not given)	0.1%[50 µM]	i	37.7
COc1ccc(C(=O)NC(=S)NNC(=O)c2ccc(C)cc2)cc1	0.4%	i	14.3
O=S(=O)(Nc1ncnc2sccc12)c1cccc(F)c1	2.2%	i	28.8

3 of these compounds in a different format.
COC(=O)[C@]1(C)N[C@H](CN(C)C(C)=O)[C@@H]2C(=O)N(C)C(=O)[C@@H]21
- K1F lysis inhibition: 0.0%
- T cell modulator: i
- T cell modulator vesicle-bound %: 8.3
COc1ccc(-c2nnn(CC(=O)NC(=O)NC3CCCCC3)n2)cc1OC
- K1F lysis inhibition: 0.8%[50 µM]
- T cell modulator: i
- T cell modulator vesicle-bound %: 30.3
COc1ccccc1NS(=O)(=O)c1cc(NC(=O)c2ccc(Cl)nc2)ccc1N1CCCC1
- K1F lysis inhibition: -1.0%[50 µM]
- T cell modulator: i
- T cell modulator vesicle-bound %: 10.9

Carrying on.
SMILES	K1F lysis inhibition	T cell modulator	T cell modulator vesicle-bound %
C=CCn1c(SCC(=O)N2CCCC2=O)nc2sc(CC)cc2c1=O	-0.4%	i	59.2
COc1ccc2c(c1)OC[C@H]1[C@H]2N2C(=O)c3ccc(C)cc3NC(=O)[C@@]2(C)[C@H]1c1ccccc1	0.1%	i	8.5
Cc1ccc(S(=O)(=O)N(C)C[C@@H]2Oc3ccc(NC(=O)Nc4cccc5ccccc45)cc3C(=O)N([C@H](C)CO)C[C@H]2C)cc1	-0.2%	i	9.2
CC(C)Cn1c(SCC(=O)Nc2cccnc2Cl)nnc1-c1ccco1	-3.5%	i	35.4
CC1CCCCN1C(=O)COC(=O)c1ccc(N2CCCC2=O)cc1 (stereo not given)	0.1%	i	50.2
O=C(COC(=O)/C=C/c1cccc(Cl)c1)NCc1cccs1	1.0%[50 µM]	i	51.0
O=C(O)c1cc(NS(=O)(=O)c2ccc(F)cc2)cc(NS(=O)(=O)c2ccc(F)cc2)c1	0.0%[50 µM]	i	29.9
O=c1ccc(S(=O)(=O)N2CCCC2)c[nH]1	0.4%[50 µM]	i	51.3
c1ccc(-c2cc3cc4c(cc3cn2)OCO4)cc1	1.9%	i	51.5
O=C1CN(S(=O)(=O)c2ccccc2)CCN1	-0.6%	i	24.8
C=CCC[C@@H](Cc1ccc(F)cc1)C(=O)OCCNC(=O)[C@@H](CC=C)CC(=O)N[C@H](CO)Cc1ccccc1	-0.8%	i	9.2
O=C(Cc1c(Cl)cccc1Cl)OCC(=O)N1CCOCC1	0.7%[50 µM]	i	47.0
COc1ccc(/C=C/C(=O)OCC(=O)NCc2ccccc2Cl)cc1OC	-3.5%	i	55.1
O=C(OCC(=O)N1CCCCC1)c1cc(=O)[nH]c2ccccc12	0.7%[50 µM]	i	33.0
Cc1ccc(NC(=O)COC(=O)CC2CC3CCC2C3)cc1S(=O)(=O)N1CCOCC1 (stereo not given)	2.0%	i	37.8
CCN1CCN(S(=O)(=O)c2ccc(Cl)c(C(=O)NCc3nc4ccccc4[nH]3)c2)CC1	2.1%	i	44.3
O=C(COC(=O)c1c[nH]c2ccccc12)Nc1ccccc1	1.9%	i	53.8
NC(=O)c1ccsc1NC(=O)COC(=O)CNC(=O)c1ccc(Cl)cc1	4.2%	i	43.2
Cn1c2ccsc2c2ncn(Cc3ccc(F)cc3)c(=O)c21	0.2%	i	10.0
O=C(COC(=O)[C@@H]1CCCN1C(=O)c1cccs1)Nc1cccc(Cl)c1	0.4%[50 µM]	i	54.8
CC1CN(S(=O)(=O)c2ccc(C(=O)N(C)C3CCCCC3)cc2)CC(C)O1 (stereo not given)	1.1%	i	48.0
C[C@H](CO)N1C[C@H](C)[C@@H](CN(C)S(C)(=O)=O)Oc2ccc(N(C)C)cc2C1=O	1.7%	i	4.7
O=C(NC1=NCCS1)c1ccc(F)c(S(=O)(=O)N2CCOCC2)c1	0.0%[50 µM]	i	56.0
C[C@H]1COC(=O)[C@@H](NC(=O)OCC2c3ccccc3-c3ccccc32)C/C=C\C[C@H](CC(=O)NCCO)C(=O)N1	1.2%	i	19.6
O=C(CNC(=O)c1ccc(Br)o1)OCc1ccc(Br)cc1	1.5%	i	47.2
CCc1ccc([C@@H]2CC=C(C(=O)O)[C@H](c3ccc(Br)cc3)N2S(=O)(=O)c2ccc(C)cc2)cc1	-0.3%	i	9.4
NS(=O)(=O)c1ccc(NC(=O)COC(=O)C2CC2)cc1	-1.6%	i	26.9
CC(=O)Nc1ccc(NC(=O)C(C)OC(=O)CC23CC4CC(CC(Br)(C4)C2)C3)cc1 (stereo not given)	2.3%	i	36.8
COc1cccc(NC(=O)COC(=O)C2=NN(c3ccccc3)C(=O)CC2)c1	-0.3%	i	30.8
O=C(O)c1ccccc1C(=O)N(c1ccccc1)c1ccccc1	0.8%	i	42.8

Entries listed so far that have an NH in an aromatic ring:
SMILES	K1F lysis inhibition	T cell modulator	T cell modulator vesicle-bound %
CCN(CC)S(=O)(=O)c1cc(NC(=O)CCn2[nH]c(=O)ccc2=O)ccc1C	0.2%[50 µM]	i	44.3
O=c1ccc(S(=O)(=O)N2CCCC2)c[nH]1	0.4%[50 µM]	i	51.3
O=C(OCC(=O)N1CCCCC1)c1cc(=O)[nH]c2ccccc12	0.7%[50 µM]	i	33.0
CCN1CCN(S(=O)(=O)c2ccc(Cl)c(C(=O)NCc3nc4ccccc4[nH]3)c2)CC1	2.1%	i	44.3
O=C(COC(=O)c1c[nH]c2ccccc12)Nc1ccccc1	1.9%	i	53.8

(next part)
SMILES	K1F lysis inhibition	T cell modulator	T cell modulator vesicle-bound %
CN(C(=O)COC(=O)c1cncc(Br)c1)C1CCCCC1	1.1%	i	45.3
C[C@H](CO)N1C[C@H](C)[C@@H](CN(C)C(=O)Nc2ccc3c(c2)OCO3)Oc2c(NS(=O)(=O)c3cn(C)cn3)cccc2C1=O	0.9%	i	16.6
CC(Sc1nnc2n1CCCCC2)C(=O)Nc1ccccc1[N+](=O)[O-] (stereo not given)	0.9%[50 µM]	i	27.9
Cc1noc(C)c1S(=O)(=O)Nc1ccc2c(c1)C(=O)N([C@H](C)CO)C[C@@H](C)[C@@H](CN(C)Cc1ccc3c(c1)OCO3)O2	0.1%	i	7.2
CCOC(=O)N1CCN(C(=O)CSc2nc3nc(C)cc(C)n3n2)CC1	2.3%	i	39.3
O=C(COC(=O)c1cccnc1Cl)NCc1ccc(F)cc1	0.7%[50 µM]	i	39.3
CC(=O)Nc1ccc(NC(=O)C(C)OC(=O)c2ccc(S(=O)(=O)N3CCCCCC3)cc2)cc1 (stereo not given)	1.3%	i	35.2
COc1ccc(S(=O)(=O)N(C)C[C@H]2Oc3c(NS(=O)(=O)c4ccc(F)cc4)cccc3C(=O)N([C@H](C)CO)C[C@@H]2C)cc1	-0.1%	i	8.7
COC(=O)C1=C(C)N(Cc2ccccc2)C(=NCc2cc(OC)c(OC)c(OC)c2)N[C@H]1CCc1ccccc1	3.0%	i	25.3
CN(Cc1ccccc1N1CCCC1)C(=O)c1cc2ccccc2o1	0.5%	i	10.9
C[C@H]1CN([C@@H](C)CO)C(=O)c2cccc(NC(=O)c3ccc(-c4nccs4)cc3)c2O[C@@H]1CN(C)C(=O)Nc1cccc2ccccc12	3.8%	i	43.7
COc1ccc2cc1Oc1ccc(cc1)C[C@H]1c3c(cc(OC)c4c3Oc3c(ccc5c3[C@H](C2)N(C)CC5)O4)CCN1C	?	i	46.8
COc1ccc(NC(=O)C2CCOC2=O)cc1 (stereo not given)	3.6%	i	36.8
O=C(COC(=O)CNC(=O)c1ccc(Cl)cc1)Nc1ccc(Cl)cn1	-0.1%	i	39.0
COc1ccccc1NC(=O)C(C)N1C(=O)C2CCCCC2C1=O (stereo not given)	0.5%[50 µM]	i	42.4
CCOC(=O)C1=C(C)NC(C)=C(C(=O)OCC)C1C(=O)OCC(=O)N1CCOCC1	3.0%	i	28.3
COc1ccc(OC)c(NC(=O)COC(=O)Cc2ccsc2)c1	-1.2%	i	46.2
